Compound activity from PubChem BioAssay.
M. tuberculosis = growth inhibition of non-replicating M. tuberculosis (AID 488890); Mycobacterium tuberculosis non-replicating, growth inhibition; higher % means a stronger effect; inhibition, % at 25 µM; hits with a dose series show IC50 in µM; actives 0.39% (n = 320,000); in the data active = a potency from the dose series; inconclusive = inhibition mostly from about 82% at the one dose, without a potency; inactive = the rest, 99 in 100 with inhibition below about 76%;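 also: plate controls were DMSO cells for no effect and high antibiotic wells for full effect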
H37Rv inhibition = M. tuberculosis growth inhibition, HTS (AID 449762) | M. tuberculosis H37Rv growth inhibition, 7H9 media; higher % means a stronger effect | actives 0.59% (n = 330,000) | one-dose inhibition, % at 25 µM; IC50 in µM for titrated hits; in the data active = a potency from the dose series; inconclusive = inhibition above about 70% without an active follow-up result;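 also: bacterial growth assessed after seven days of incubation; strong numbers were not always called active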
inhibitors of VEEV = inhibitors of VEEV TC-83 cytopathic effect, confirmation, Vero cells (AID 588727) | Vero cells, VEEV TC-83 cytopathic effect inhibition; higher % means a stronger effect | one-dose inhibition, % at 20 µM; IC50 in µM for titrated hits | actives 0.13% (n = 350,000); in the data active = a potency from the dose series; inconclusive = inhibition mostly from about 14% at the one dose, without a potency; inactive = the rest, 99 in 100 with inhibition below about 12%; also: strong numbers were not always called active
H1N1 NS1A inhibition = H1N1 influenza NS1A inhibitors, functional cell based assay (AID 504329) | actives 0.3% (n = 340,000) | inhibition, % at 12.5 µM; hits with a dose series show IC50 in µM | NS1A functional cell-based assay, percent inhibition; higher % means a stronger effect; in the data active = a potency from the dose series; inconclusive = inhibition above about 27% without an active follow-up result; also: strong numbers were not always called active
Salmonella PhoP GFP = Inhibition of PhoP regulon, Salmonella typhi GFP reporter cells, confirmation, 4 h (AID 1850); inhibition, % at 50 µM, or IC50 in µM where a hit was titrated; actives 0.33% (n = 310,000); Salmonella Typhi PhoP-promoter GFP reporter, fluorescence, 4 h; higher % means a stronger effect; in the data active = a potency from the dose series; inconclusive = inhibition mostly from about 25% at the one dose, without a potency; inactive = the rest, 99 in 100 with inhibition below about 19%;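 also: 0% = induced wells with vehicle and 100% = uninduced wells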
Active calls of the source: *; i = inactive; ? = inconclusive; . = not tested or not shown.

SMILES	M. tuberculosis	inhibitors of VEEV	H37Rv inhibition	H1N1 NS1A inhibition	Salmonella PhoP GFP
O=C1c2ccccc2NC(c2ccc(F)cc2)N1Cc1ccccc1 (centres undefined)	20.8%	1.0%	1.2%	-26.3%	9.2%
CCC(=NCCN1CCOCC1)c1c(O)n(-c2ccccc2C)c(=O)[nH]c1=O	-13.0%	0.5%	-9.7%	-2.4%	7.5%
CSc1nnc(C2CCCN2)n1C (centres undefined)	5.2%	0.9%	0.4%	7.4%	-0.7%
O=C(N/N=C/c1ccccn1)c1cc(-c2ccc3ccccc3c2)n[nH]1	?	7.0%	?	2.4%	-3.7%
Cc1occc1-c1nnc(SCC(=O)NC(=O)NC(C)C)n1N	-7.8%	1.5%	-6.8%	0.2%	-5.0%
COc1cc(OC)cc(C(=O)NC2CCSC2=O)c1 (centres undefined)	-4.7%	2.6%	-3.1%	-6.5%	4.0%
O=C(CC1CCCC1)Nc1cc(C(F)(F)F)ccc1-n1cncn1	12.3%	2.6%	10.3%	-5.4%	.
O=C(CC1SC2=NCCN2C1=O)Nc1ccc(Br)cc1 (centres undefined)	1.9%	i	-9.4%	-11.3%	7.3%
NC(=O)C1Cc2ccccc2CN1C(=O)c1cccc(Oc2ccccc2)c1 (centres undefined)	19.8%	i	-0.2%	-7.9%	0.1%
COc1cc(S(=O)(=O)N(Cc2ccccc2)Cc2ccccn2)ccc1-n1cnnn1	1.0%	i	-1.4%	-3.6%	-8.5%
O=C(CCS(=O)(=O)c1cccc2nonc12)Nc1cccc2c1CCCC2	10.7%	3.0%	40.1%	5.0%	4.7%
COc1ccccc1C(=O)C1CCCN(C(=O)c2snnc2C)C1 (centres undefined)	-4.1%	0.3%	-6.8%	-1.1%	2.4%
CC#CC[N+](C)(C)CCCCCCCC	1.3%	0.2%	4.8%	-20.5%	5.3%
COc1ccc(NC(=O)c2sccc2SCC#N)cc1	-5.8%	0.7%	4.9%	8.0%	3.6%
CCN1C(=O)N[C@H](c2ccc(Br)cc2)C(C(C)=O)=C1C	59.1%	i	-4.8%	-2.9%	-2.6%
COC(=O)c1ccc(/C=C/C(=O)c2ccc(OC)cc2)cc1	?	3.3%	?	1.0%	1.3%
COCCCNC(=O)CCc1nnc2ccc(N3CCC(C)CC3)nn12	-9.4%	i	-0.1%	-3.7%	0.0%
O=C(C1CCN(S(=O)(=O)N2CCOCC2)CC1)N1CCc2ccccc21	11.0%	.	-5.6%	.	-5.7%
CCOC(=O)C1CCN(C(=O)N(CC)CC)CC1	5.0%	0.9%	12.9%	-6.6%	-5.8%
O=C(CSc1ccc(F)cc1)Nc1ccc(N2CCOCC2)cc1	48.7%	1.5%	-10.0%	9.1%	-16.0%
Cc1ccc2c(=O)n3c(nc2c1)C(Cc1ccccc1)NC(=O)c1ccc(Cl)cc1-3 (centres undefined)	2.1%	.	-10.8%	.	.
O=C(Cc1cc(=O)[nH][nH]1)N/N=C/c1ccccc1[N+](=O)[O-]	1.2%	0.9%	5.5%	4.2%	-9.9%
O=CNc1ccccc1	-3.4%	i	-5.6%	-18.5%	.
CCCCC(=O)Nc1ccc(C2C(=O)c3ccccc3C2=O)cc1	-9.3%	0.0%	-3.9%	2.0%	-5.4%
Cc1cc(C)n(C(=O)CNC(=O)COc2ccccc2)n1	4.8%	2.0%	5.0%	0.3%	0.2%
CC1CCN(CC(=O)Nc2ccc(S(=O)(=O)N3C(C)CCCC3C)cc2)CC1 (centres undefined)	-11.3%	i	2.2%	-14.1%	2.7%
O=C(c1ccccc1)c1c(-c2ccccc2)[nH]n(-c2ccccc2)c(=O)c1=O	59.4%	3.3%	5.2%	-17.8%	-5.2%
C[C@H](NC(=O)C1(c2ccccc2)CCN(C(=O)[C@H]2CSCN2C(=O)OC(C)(C)C)CC1)C(=O)O	-14.8%	1.6%	-9.1%	14.6%	-2.1%
Nc1ccc(N(c2ccccc2)c2ccc(N)cc2)cc1	?	3.0%	10.5%	9.26µM*	-5.0%
O=S(=O)(CC(CN1CCCC1)N1CCCC1)c1ccc2ccccc2c1 (centres undefined)	75.0%	i	-6.9%	-1.3%	1.8%
CCOC(=O)c1c(NC(C)=O)sc2c1CCCNC2=O	-11.3%	i	-7.7%	-21.9%	-0.8%
Cc1ccc(-n2c(C)cc(C(=O)Cn3nc(C(=O)O)c4ccccc4c3=O)c2C)cc1	17.6%	2.0%	-3.0%	5.5%	-3.0%
COc1ccc(S(=O)(=O)N(C)CC(=O)N2CCN(c3ccccc3)CC2)cc1	-6.0%	1.7%	7.2%	3.5%	-23.5%
COc1ccc(-c2ccccc2NC(=O)C2CCCN(Cc3ccc(C)o3)C2)cc1 (centres undefined)	5.4%	3.6%	0.8%	7.9%	10.8%
COCC1COS(=O)(=O)NC1(C)C (centres undefined)	8.7%	1.6%	-5.3%	6.2%	0.1%
CCOC(=O)Cc1csc(NC(=O)CCCCCN2C(=O)c3cccc4cccc(c34)C2=O)n1	3.5%	6.3%	4.4%	-7.9%	-0.2%
CCOC(CCNC(=O)c1cn(CC(C)C)c(=O)c2c1c1ccccc1n2C)OCC	-0.5%	0.2%	-0.5%	-12.8%	-8.1%
C=CCN(C(=O)CNC(=O)c1ccco1)C(C(=O)NC1CCCCC1)c1ccc(OC)cc1OC (centres undefined)	-2.0%	0.3%	-0.3%	8.0%	1.7%
O=[N+]([O-])c1cccc2c3c([nH]c12)CCCC3	37.4%	1.6%	11.7%	10.8%	-5.7%
CCCCn1c(N)c(N(CC(C)C)C(=O)c2cnc(C)cn2)c(=O)[nH]c1=O	6.2%	i	-11.3%	-2.1%	3.5%
COc1ccc(-c2ccccc2)cc1NC(=O)c1cccs1	57.0%	1.0%	16.2%	-3.6%	-4.3%
COc1ccc(C(=O)N2CCn3c2nc2ccccc23)cc1	-4.5%	1.1%	-3.1%	2.2%	1.5%
O=C(Cn1ncc2c([nH]c3ccccc32)c1=O)NCC1CCN(Cc2ccccc2F)CC1	-4.4%	i	2.8%	-10.7%	-0.4%
CCCCOc1ccc(C(=O)Nc2ccc(C)cc2[N+](=O)[O-])cc1	-0.1%	2.4%	5.1%	5.2%	3.7%
Cc1nc(NC(=O)CCc2ccccc2)sc1C	32.4%	4.0%	5.0%	24.3%	-5.4%
CCOc1ccc(C2c3cc(OC)c(OC)cc3CC(=O)N2c2ccc(OC)cc2)cc1 (centres undefined)	28.0%	0.8%	1.2%	5.3%	-6.7%
CCc1cccc(C)c1NC(=S)N(CCOC)C(C)c1ccco1 (centres undefined)	11.5%	0.1%	1.2%	13.2%	4.3%
O=[N+]([O-])c1ccc(NC(=S)N2CCN(c3ccccc3)CC2)cc1	72.8%	1.1%	-3.1%	20.9%	-10.0%
C(=C\c1ccccn1)/c1ccccn1	22.5%	i	-0.3%	0.5%	-5.0%
CCCOc1ccc(/C=C2/C(=O)ON=C2C)cc1Cl	-3.3%	0.4%	3.2%	-4.0%	19.5%

Entries shown so far that contain a COOH group:
SMILES	M. tuberculosis	inhibitors of VEEV	H37Rv inhibition	H1N1 NS1A inhibition	Salmonella PhoP GFP
C[C@H](NC(=O)C1(c2ccccc2)CCN(C(=O)[C@H]2CSCN2C(=O)OC(C)(C)C)CC1)C(=O)O	-14.8%	1.6%	-9.1%	14.6%	-2.1%
Cc1ccc(-n2c(C)cc(C(=O)Cn3nc(C(=O)O)c4ccccc4c3=O)c2C)cc1	17.6%	2.0%	-3.0%	5.5%	-3.0%

(next part)
SMILES	M. tuberculosis	inhibitors of VEEV	H37Rv inhibition	H1N1 NS1A inhibition	Salmonella PhoP GFP
CCOCCCNC(=O)CCCC1=NS(=O)(=O)c2ccccc2N1	-16.9%	1.7%	-2.2%	-9.4%	0.7%
COc1ccc(N(C(=O)COc2ccccc2)C2C=CS(=O)(=O)C2)c(OC)c1 (centres undefined)	17.7%	i	-6.4%	0.5%	-9.2%
O=C(O)[C@H]1CCCC[C@H]1C(=O)NCCc1ccccc1	-6.3%	1.9%	-4.2%	0.7%	-5.0%
COc1cc(S(=O)(=O)NCc2ccc3c(c2)OCO3)ccc1F	-2.8%	0.3%	2.9%	1.5%	-8.2%
CC1CCCCN1CCCNC(=O)c1ccc(Br)cc1 (centres undefined)	9.1%	0.5%	-13.2%	3.0%	8.2%
CCCN(C(=O)c1cc2c(s1)CCC2)c1c(N)n(Cc2ccccc2)c(=O)[nH]c1=O	17.9%	i	6.3%	15.9%	3.0%
CC(CC(=O)Nc1ccccc1)n1ccnc1 (centres undefined)	-4.4%	2.2%	-3.4%	-8.0%	-0.2%
Cc1ccccc1Oc1ncnc(N)c1[N+](=O)[O-]	.	1.4%	-7.8%	10.1%	4.1%
C=CCSC1=N/C(=C/c2ccsc2)C(=O)N1c1ccccc1	34.2%	0.3%	-5.0%	-9.8%	-2.4%
CC(=O)c1ccc(N2Cc3ccccc3C2)cc1	25.2%	0.2%	31.2%	-0.6%	2.3%

Gathered by group, the compounds so far with a Cl atom.
SMILES	M. tuberculosis	inhibitors of VEEV	H37Rv inhibition	H1N1 NS1A inhibition	Salmonella PhoP GFP
Cc1ccc2c(=O)n3c(nc2c1)C(Cc1ccccc1)NC(=O)c1ccc(Cl)cc1-3 (centres undefined)	2.1%	.	-10.8%	.	.
CCCOc1ccc(/C=C2/C(=O)ON=C2C)cc1Cl	-3.3%	0.4%	3.2%	-4.0%	19.5%

Later entries.
SMILES	M. tuberculosis	inhibitors of VEEV	H37Rv inhibition	H1N1 NS1A inhibition	Salmonella PhoP GFP
CC12CCC(C(=O)N3CCN(c4ncccn4)CC3)(c3nc4ccccc4nc31)C2(C)C (centres undefined)	38.4%	9.3%	-3.4%	1.9%	9.2%
CSc1ccc(CN2CCN(Cc3ccc([N+](=O)[O-])cc3)CC2)cc1	42.9%	1.7%	-5.5%	12.5%	8.6%
COc1cc(NC(=O)CCCN2C(=O)NC(C)(C)C2=O)cc(OC)c1	-18.1%	4.2%	4.2%	-5.5%	.
CCCC/C(C)=N/NC(=O)Nc1ccccc1	-17.7%	1.5%	-1.5%	2.8%	2.3%
Cc1ccc(C(NC(=O)N2CCCCC2)=C(Cl)Cl)cc1F	74.2%	i	4.7%	7.6%	-5.6%
Cc1cc(OCC(=O)N(C(C)C)C(C)C)cc(C)c1Br	4.5%	2.4%	-0.2%	18.9%	10.9%
COc1ccc(NC(=O)CSCC(=O)N(C)Cc2ccc3c(c2)OCCO3)cc1	6.5%	1.4%	-8.7%	0.6%	.
COc1ccccc1/C=C/C=C1\Oc2c(ccc(O)c2CN2CCN(CCO)CC2)C1=O	61.4%	2.2%	-3.3%	6.5%	-199.4%
O=C(C[n+]1ccccc1)Nc1ccccc1C(=O)O	-24.0%	1.3%	-5.4%	-5.9%	-2.8%
O=C(CNc1cccc2ccccc12)N/N=C/c1ccccn1	?	2.7%	35.7%	.	7.0%
O=C(C[C@H]1C/C=C\CC[C@H](Cc2ccc(F)cc2)C(=O)OC[C@@H](Cc2c[nH]c3ccccc23)NC1=O)NCCO	58.1%	1.1%	4.7%	2.4%	.
COc1ccccc1CCNC(=O)C(C)n1nc(C)c2c(C)n(-c3ccccc3)nc2c1=O (centres undefined)	5.0%	0.3%	-8.5%	-7.6%	-5.0%
CCN(CC)S(=O)(=O)c1ccc(F)c(C(=O)NCCCN2CCOCC2)c1	5.9%	0.5%	-1.3%	-2.4%	-5.9%
NC(=O)CSc1nnc(-c2ccccc2F)n1C1CC1	-13.1%	2.0%	-10.0%	2.9%	-14.0%
CCCc1cc(=O)[nH]c2nnc(SCC(=O)NC3CCCC3)n12	-15.7%	1.3%	-4.3%	-17.0%	4.5%
COc1cc(C)c(Cl)cc1S(=O)(=O)NCc1ccccn1	.	i	3.3%	-11.9%	3.9%
COc1ccc(NC(=O)C2CCN(C(=O)[C@@H]3Cc4ccccc4CN3)CC2)cc1	-9.4%	1.8%	-6.4%	0.6%	-0.3%
O=C(c1ccc2c(=O)n(CCc3ccccc3)c(=O)[nH]c2c1)N1CCN(c2ccc(F)cc2)CC1	16.0%	1.6%	8.3%	9.6%	10.3%
Brc1ccccc1OCCCn1cnc2ccccc21	56.0%	i	0.4%	-25.6%	-10.3%
CC(C)(C)c1cc(NC(=O)CCl)n(-c2ccccc2)n1	?	?	?	-3.1%	14.4%
Cc1ccc(C(=O)N(CN2CCCC2=O)c2ccc(F)cc2)cc1C	10.8%	3.3%	0.5%	-0.4%	6.2%

Random draw from the library, and some 1.5% of all compounds hit somewhere here.
